Screening results from PubChem.
LEDGF integ inh = blocks HIV-1 LEDGF/p75-dependent DNA integration; TR-FRET IN-LEDGF/p75 DNA integration, Eu/Cy5; inhibition, % at 3.7 µM; AID 743269; 370,000 tested, 0.64% active;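 active = inhibition above the screen-wide mean plus 3 SD, cut at about 13% in these data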;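 note: signal is the Cy5 over europium emission ratio at 671 and 618 nm; 0% = plate median of compound wells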
UHRF1 MBD2 ctr = human UHRF1 methylated DNA binding inhibitors; inhibition, % at 4.4 µM; Q96T88; 370,000 tested, 0.75% active; UHRF1 binding to methylated oligo, TR-FRET; in the data active = inhibition above about 21%;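 note: UHRF1 SRA domain binding a hemimethylated CpG hairpin DNA probe; 0% = median of test compound wells and 100% = reference inhibitor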
MBD2 inh = inhibitors of human MBD2 binding to methylated oligonucleotide | TR-FRET | Q9UBB5 | 370,000 tested, 0.31% active | inhibition, % at 4.4 µM | AID 686964; in the data active = inhibition above about 13%
Target sequence (Q9UBB5 whole entry, looked up): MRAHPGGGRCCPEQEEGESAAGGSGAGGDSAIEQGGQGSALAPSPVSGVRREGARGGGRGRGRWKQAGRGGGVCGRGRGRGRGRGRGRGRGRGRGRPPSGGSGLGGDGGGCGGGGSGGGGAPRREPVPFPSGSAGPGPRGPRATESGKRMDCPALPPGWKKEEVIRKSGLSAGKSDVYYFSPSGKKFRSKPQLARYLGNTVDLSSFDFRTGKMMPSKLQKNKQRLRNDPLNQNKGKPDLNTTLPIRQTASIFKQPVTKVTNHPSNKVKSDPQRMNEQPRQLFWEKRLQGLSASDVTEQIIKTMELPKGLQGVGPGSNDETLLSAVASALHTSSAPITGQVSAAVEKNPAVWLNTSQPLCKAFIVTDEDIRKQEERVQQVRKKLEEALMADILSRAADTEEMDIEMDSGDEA
NR1D1 modulator = modulators of human Rev-erb alpha DNA binding; P20393; Rev-erbα–FITC-DNA binding, fluorescence polarization, 90 min; activity, % at 10 µM; 370,000 tested, 0.79% active;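 active = activity above about 14%, limit read from the data; passing the limit was not always enough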;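 note: 0% = DMSO wells with 35 nM protein and 100% = DMSO wells with 750 nM protein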
PRMT1 FP inh = inhibitors of human PRMT1; inhibition, % at 2.79 µM; AID 652257; 370,000 tested, 1.3% active; recombinant PRMT1, activity-based probe fluorescence polarization; Q99873;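 active = inhibition above about 21% made by adding two undisclosed values, limit read from the data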
HTRA1 inhibitor = blocks human HTRA1 serine peptidase | inhibition, % at 5.96 µM | AID 504803 | 340,000 tested, 0.5% active | recombinant HTRA1, FP-rhodamine activity-based probe, fluorescence polarization | Q92743; in the data active = inhibition above about 36%;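 note: 0% = enzyme with DMSO and 100% = wells lacking enzyme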
rCAG binder = r(CAG) repeat RNA binding; TO-PRO-1 dye displacement fluorescence; inhibition, % at 3 µM; 370,000 tested, 1.3% active;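 active = inhibition above the plate cutoff, the mean of all test compounds on that plate plus 3 SD, cut at about 35% in these data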;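 note: 0% = DMSO alone and 100% = 100 µM mitoxantrone as full dye displacement; higher means more dye released from RNA so lower well fluorescence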
ABHD4 inh = inhibits mouse alpha/beta hydrolase domain 4. purified mABHD4, FP-Rh probe fluorescence polarization. inhibition, % at 8.92 µM. 370,000 tested, 0.54% active;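 active = inhibition exceeding the mean over every tested compound plus 3 SD, cut at about 30% in these data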;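 note: 0% = plate median of compound wells and 100% = S159A mutant with DMSO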
Target sequence (Q8VD66 whole entry, looked up, the tested form may be a part): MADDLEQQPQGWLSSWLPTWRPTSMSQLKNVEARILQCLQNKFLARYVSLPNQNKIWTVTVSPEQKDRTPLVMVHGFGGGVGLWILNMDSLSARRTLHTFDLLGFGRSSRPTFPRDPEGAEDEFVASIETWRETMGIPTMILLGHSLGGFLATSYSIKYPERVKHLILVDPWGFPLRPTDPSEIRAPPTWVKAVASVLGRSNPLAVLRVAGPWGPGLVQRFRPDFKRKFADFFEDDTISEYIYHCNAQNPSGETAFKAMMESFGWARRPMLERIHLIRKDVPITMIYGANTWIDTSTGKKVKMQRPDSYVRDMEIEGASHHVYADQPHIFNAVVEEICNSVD
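Assay system: wild-type mouse ABHD4 protein; compound: single nominal dose of 8.92 µM, 0.89% DMSO final; schedule: 45 min + 60 min at 25 °C; measured by: FP readout, ex 525 nm / em 598 nm; evaluation: % inhibition of FP-Rh probe binding versus controls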
PG9 binder = binds the HIV-1 gp120 antibody PG9; inhibition, % at 6.7 µM; AID 624416; TR-FRET gp120-PG9 antibody binding; 360,000 tested, 0.43% active; in the data active = inhibition above about 8.5%
TCR CD3 inh = blocks the human TCR-CD3 interaction. TAMRA-labeled TCR probe fluorescence, biochemical. inhibition, % at 9.4 µM. 360,000 tested, 0.37% active. AID 651800; in the data active = inhibition above about 19%;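 note: recombinant mutant TCR 2C K166C tagged with TAMRA read by polarization; 0% = receptor in buffer alone and 100% = receptor with positive control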
Active calls of the source: *; . = no result given.

(1) Cc1cccnc1Nc1nc(-c2ccc(O)c(O)c2)cs1
(2) CCOc1ccc(C(=O)COC(=O)c2cc([N+](=O)[O-])ccc2N2CCOCC2)cc1
(3) COc1ccc(OC)c(NC(=O)c2cc(OC(C)=O)cc(C(=O)Nc3cc(OC)ccc3OC)c2)c1
(4) FC(F)(F)c1cnc(NNC(=S)Nc2ccc(Cl)cc2)c(Cl)c1
(5) CCN(CC)C(=O)CC[C@@H]1CC[C@]2(CCCN(C(=O)c3ccco3)C2)O1
(6) COc1ccc(-c2ccncc2)cc1OC
(7) N/C(=N\OC(=O)c1ccccc1Br)c1ccc([N+](=O)[O-])cc1
(8) CCCC(=O)NC1=C(C#N)C2(CCCCC2)Cc2ccccc21
(9) CNC(=S)NNC(=O)Cn1ccc(C)n1
(10) COCCN(C(=O)CN1CCN(S(=O)(=O)c2ccc(F)cc2)CC1)c1c(N)n(Cc2ccccc2)c(=O)[nH]c1=O

| assay / entry | 1 | 2 | 3 | 4 | 5 | 6 | 7 | 8 | 9 | 10 |
| --- | --- | --- | --- | --- | --- | --- | --- | --- | --- | --- |
| LEDGF integ inh | -2 | 1 | 0 | 3 | -2 | -2 | -1 | 2 | -3 | 1 |
| UHRF1 MBD2 ctr | -3 | 1 | -1 | -5 | 0 | -2 | 1 | 1 | 4 | -1 |
| MBD2 inh | -4 | -5 | 1 | 1 | 0 | -4 | -6 | -6 | 0 | -3 |
| NR1D1 modulator | -5 | -8 | 1 | 3 | 1 | 1 | -3 | -1 | -6 | -3 |
| PRMT1 FP inh | 10 | -1 | -4 | -2 | 2 | 1 | 1 | 1 | -1 | -3 |
| HTRA1 inhibitor | 81* | -14 | -49 | 49* | . | -3 | 10 | -1 | -9 | 10 |
| rCAG binder | 38* | -2 | 2 | 12 | 2 | 0 | 4 | -2 | -4 | 1 |
| ABHD4 inh | 35* | 2 | -17 | 14 | 0 | 5 | 1 | 12 | 1 | 6 |
| PG9 binder | -2.1 | 0.4 | 0.0 | 0.8 | . | -0.4 | 3.2 | -2.9 | 0.8 | -1.5 |
| TCR CD3 inh | 17 | 1 | 3 | -2 | . | 4 | 4 | 3 | -5 | 2 |

(11) COc1ccccc1Nc1ccc2c(O)cc(S(=O)(=O)O)cc2c1
(12) CCC(C)NC(=O)C1c2cc(OC)c(OC)cc2C(=O)N(C)C1c1cccs1 (stereo not drawn)
(13) O=C1Nc2ccccc2Oc2cc([N+](=O)[O-])cc(Oc3ccccc3)c21
(14) Cc1cc(=O)n2[nH]c(-c3ccsc3-n3c(C)ccc3C)cc2n1
(15) Cc1cccc2c1CC(C)(C)N=C2C1=C(O)CC(C)(C)CC1=O
(16) Cc1ccc2oc(-c3ccc(NC(=O)c4cccnc4)cc3)nc2c1
(17) N#Cc1ccccc1OCC(=O)OCC(=O)NC1CCCCC1
(18) COc1ccc(C(=O)Oc2ccc3ccc(=O)oc3c2)cc1
(19) O=C(Cn1cnc2c(cnn2-c2ccc(F)cc2)c1=O)NCCc1ccccc1
(20) O=C(O)CCC(=O)N1CCc2cc(S(=O)(=O)N3CC=C(c4ccccc4)CC3)ccc21

| assay / entry | 11 | 12 | 13 | 14 | 15 | 16 | 17 | 18 | 19 | 20 |
| --- | --- | --- | --- | --- | --- | --- | --- | --- | --- | --- |
| LEDGF integ inh | 36* | -4 | -3 | 28* | -2 | 6 | 0 | -2 | -1 | 1 |
| UHRF1 MBD2 ctr | 47* | -1 | 4 | 18 | 4 | 1 | -1 | 1 | 1 | 2 |
| MBD2 inh | 24* | 1 | 1 | 10 | 0 | -7 | 6 | 0 | 1 | 5 |
| NR1D1 modulator | -35 | 5 | -5 | 2 | 3 | 1 | -1 | -6 | -5 | -9 |
| PRMT1 FP inh | 37* | 0 | 1 | 15 | 1 | 1 | 1 | 1 | -4 | 4 |
| HTRA1 inhibitor | 69* | -5 | -11 | 30 | -11 | -44 | 0 | 2 | 2 | -9 |
| rCAG binder | 74* | -2 | 4 | 26 | 7 | 2 | -1 | 2 | 0 | 34 |
| ABHD4 inh | 86* | 10 | -13 | 13 | 3 | -8 | 7 | 0 | 4 | -7 |
| PG9 binder | -2.2 | -1.5 | 1.1 | -1.5 | 1.8 | 2.0 | 0.5 | 0.2 | -1.2 | -2.5 |
| TCR CD3 inh | 40* | 0 | -14 | 16 | 5 | 5 | -1 | 7 | 0 | -5 |

(21) COc1ccc(-c2nc3cc(NC(=O)c4ccc5c(c4)OCO5)ccc3o2)cc1
(22) COc1ccc(-n2cnnc2SCC(=O)NC2CC2)cc1
(23) COCCCN1C(=O)C(CC(=O)NCCN2CCOCC2)CC(C(=O)N(C(C)C)C(C)C)=C1C (stereo not drawn)
(24) CC(=O)c1ccc(N2CCN(C(=O)CCC(=O)Nc3ccc4nc(N5CCN(C)CC5)cc(C)c4c3)CC2)cc1
(25) COc1ccc(Cc2nnc(Nc3c(C)cccc3C)o2)cc1OC
(26) Cc1ccccc1NS(=O)(=O)c1ccc(C(=O)OCC(=O)NCC(C)C)cc1
(27) COCCn1c(=O)[nH]c2cc(C(=O)NCCc3ccc(OC)c(OC)c3)ccc2c1=O
(28) Cc1cccc(NC(=O)c2ccc3c(c2)CCN3S(C)(=O)=O)c1C
(29) CC1=CC(C)C(C[N+]2(C)CCCCC2)C(C)C1 (stereo not drawn)
(30) CN(C)S(=O)(=O)c1cccc(C(=O)Nc2n[nH]c(C(F)(F)F)n2)c1

| assay / entry | 21 | 22 | 23 | 24 | 25 | 26 | 27 | 28 | 29 | 30 |
| --- | --- | --- | --- | --- | --- | --- | --- | --- | --- | --- |
| LEDGF integ inh | -3 | 4 | 0 | 2 | 2 | -2 | 4 | -4 | -8 | 7 |
| UHRF1 MBD2 ctr | -3 | 4 | 0 | -2 | 2 | -1 | 0 | 3 | 6 | 0 |
| MBD2 inh | 3 | 5 | -3 | -4 | -1 | 1 | -5 | -1 | 7 | -4 |
| NR1D1 modulator | 1 | 0 | 2 | -8 | 1 | 1 | 1 | 3 | 3 | 3 |
| PRMT1 FP inh | 0 | 4 | -8 | -6 | -3 | -1 | -2 | 0 | 5 | -4 |
| HTRA1 inhibitor | -3 | -1 | . | 5 | -3 | -3 | 3 | 4 | 11 | 3 |
| rCAG binder | 2 | 1 | -2 | -4 | -2 | -2 | -4 | 3 | -5 | 3 |
| ABHD4 inh | 7 | -7 | 0 | 2 | 10 | 2 | 5 | 0 | -12 | -7 |
| PG9 binder | 0.8 | 1.2 | -0.8 | -0.3 | -1.5 | 0.2 | -1.2 | -2.5 | -2.0 | 1.9 |
| TCR CD3 inh | 0 | -9 | 3 | 1 | -4 | 2 | 10 | -2 | -3 | -6 |

Grouped by structure: those above containing a nitro group on carbon (3)
(2) CCOc1ccc(C(=O)COC(=O)c2cc([N+](=O)[O-])ccc2N2CCOCC2)cc1
(7) N/C(=N\OC(=O)c1ccccc1Br)c1ccc([N+](=O)[O-])cc1
(13) O=C1Nc2ccccc2Oc2cc([N+](=O)[O-])cc(Oc3ccccc3)c21

| assay / entry | 2 | 7 | 13 |
| --- | --- | --- | --- |
| LEDGF integ inh | 1 | -1 | -3 |
| UHRF1 MBD2 ctr | 1 | 1 | 4 |
| MBD2 inh | -5 | -6 | 1 |
| NR1D1 modulator | -8 | -3 | -5 |
| PRMT1 FP inh | -1 | 1 | 1 |
| HTRA1 inhibitor | -14 | 10 | -11 |
| rCAG binder | -2 | 4 | 4 |
| ABHD4 inh | 2 | 1 | -13 |
| PG9 binder | 0.4 | 3.2 | 1.1 |
| TCR CD3 inh | 1 | 4 | -14 |

Next entries.
(31) COc1ccc(/C=N/NC(=O)c2cc3cc(OC)c(OC)cc3[nH]2)cc1
(32) CC(C)=NN/C(N)=N/C(=S)Nc1ccc(C)cc1
(33) N#Cc1ccccc1Cn1c(=O)n(Cc2ccc(C(=O)NCc3ccco3)cc2)c(=O)c2ccccc21
(34) CSc1ccccc1C(=O)NCc1ccccc1
(35) COCCN1C(=O)C(CC(=O)Nc2ccc(C(=O)O)cc2)SC1=Nc1ccccc1 (stereo not drawn)
(36) COc1ccc(C(=O)N2CC(=O)Nc3ccc(C)cc3C2c2ccccc2)cc1 (stereo not drawn)
(37) O=[N+]([O-])c1ccc(/C=N\N2CCN(c3ccc(Cl)cc3)CC2)cc1
(38) O=C1CCC(C(=O)NCCN2C(=O)S/C(=C\c3cccnc3)C2=O)=NN1
(39) COc1ccc(OCC(=O)Nc2cc(NC(=O)c3ccco3)ccc2OC)cc1
(40) O=C(CSc1n[nH]c(-c2ccncc2)n1)Nc1ccccn1
(41) C=CCn1c(C(C)NC(=O)CCC)nc2ccccc21 (stereo not drawn)
(42) CN(Cc1ccccc1)C(=O)COc1ccccc1
(43) Cc1ccccc1Cn1c(=O)c2c(nc3n2CCCN3Cc2ccccc2)n(C)c1=O

| assay / entry | 31 | 32 | 33 | 34 | 35 | 36 | 37 | 38 | 39 | 40 | 41 | 42 | 43 |
| --- | --- | --- | --- | --- | --- | --- | --- | --- | --- | --- | --- | --- | --- |
| LEDGF integ inh | 3 | -1 | 2 | -3 | 3 | 3 | -1 | 3 | 2 | -3 | -1 | -7 | 2 |
| UHRF1 MBD2 ctr | -6 | 2 | 1 | -2 | 7 | -2 | 6 | -3 | 2 | 0 | 0 | 5 | 0 |
| MBD2 inh | 0 | 0 | 3 | 3 | 4 | -1 | -1 | -1 | 1 | -2 | -2 | 3 | -1 |
| NR1D1 modulator | 0 | -1 | -8 | -2 | -6 | -1 | 5 | -5 | 5 | 2 | -5 | 1 | 3 |
| PRMT1 FP inh | -1 | 3 | 1 | 1 | 1 | -1 | 2 | 4 | 3 | 0 | 0 | 2 | 2 |
| HTRA1 inhibitor | 7 | -3 | -10 | 4 | 0 | 1 | 9 | 4 | -1 | 4 | -6 | 0 | -5 |
| rCAG binder | 0 | 4 | 2 | -1 | 4 | -1 | 4 | 3 | -4 | 1 | -1 | -1 | -7 |
| ABHD4 inh | 23 | 12 | 2 | 3 | -12 | 8 | 13 | -3 | -1 | -2 | 1 | 0 | 3 |
| PG9 binder | -2.4 | -1.9 | 3.0 | 0.0 | -0.9 | 0.7 | 1.9 | -2.5 | -0.5 | -1.1 | -0.5 | 0.3 | -1.8 |
| TCR CD3 inh | 2 | -7 | -4 | -1 | 3 | 3 | -6 | 2 | -1 | -9 | 2 | -5 | 5 |

Entries of single compounds as entered above:
C=CCn1c(C(C)NC(=O)CCC)nc2ccccc21 (stereo not drawn) reads LEDGF integ inh: -1; UHRF1 MBD2 ctr: 0; MBD2 inh: -2; NR1D1 modulator: -5; PRMT1 FP inh: 0; HTRA1 inhibitor: -6; rCAG binder: -1; ABHD4 inh: 1; PG9 binder: -0.5; TCR CD3 inh: 2
COc1ccc(/C=N/NC(=O)c2cc3cc(OC)c(OC)cc3[nH]2)cc1 reads LEDGF integ inh: 3; UHRF1 MBD2 ctr: -6; MBD2 inh: 0; NR1D1 modulator: 0; PRMT1 FP inh: -1; HTRA1 inhibitor: 7; rCAG binder: 0; ABHD4 inh: 23; PG9 binder: -2.4; TCR CD3 inh: 2

This is a subset, so the mix of outcomes need not match the whole.
